mcGAS RapidFire: inhibitors of Mus musculus cyclic GMP-AMP synthase, initial high-throughput assay, cell-free, RapidFire MS. recombinant mouse cGAS, cGAMP by RapidFire MS. Q8C6L5. 130,000 tested, 0.18% active. inhibition, % at 12.5 µM;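 active means inhibition of cGAS enzyme activity at or above 60%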;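 further: enzyme stimulated by 45 bp dsDNA with ATP and GTP substrates; cGAMP share of summed cGAMP plus half ATP and half GTP signals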
Target sequence (Q8C6L5 whole entry, looked up): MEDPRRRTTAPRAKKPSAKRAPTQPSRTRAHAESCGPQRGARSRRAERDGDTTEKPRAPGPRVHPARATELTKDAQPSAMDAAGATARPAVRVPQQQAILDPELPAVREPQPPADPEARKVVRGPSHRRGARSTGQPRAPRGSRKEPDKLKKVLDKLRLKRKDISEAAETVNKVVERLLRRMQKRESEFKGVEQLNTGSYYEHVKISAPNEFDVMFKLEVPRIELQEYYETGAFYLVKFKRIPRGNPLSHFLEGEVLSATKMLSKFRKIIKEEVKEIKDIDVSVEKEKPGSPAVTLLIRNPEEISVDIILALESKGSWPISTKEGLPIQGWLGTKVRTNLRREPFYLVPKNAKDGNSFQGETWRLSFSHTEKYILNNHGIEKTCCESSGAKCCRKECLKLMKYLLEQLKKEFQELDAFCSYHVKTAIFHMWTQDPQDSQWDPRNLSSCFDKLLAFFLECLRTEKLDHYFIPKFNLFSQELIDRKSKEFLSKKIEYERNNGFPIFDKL
Numbers without * were called inactive; & = joins results of further samples. These rows are one share of the data, so the mix of outcomes need not match the whole.

| SMILES | mcGAS RapidFire |
| --- | --- |
| c1cc(C(CNc2nccc(C3CCCC3)n2)N2CCOCC2)ccn1 (centres undefined) | -6 |
| Cc1cc(N2CCCCC2C)ccc1N (centres undefined) | -15 |
| C=CCn1c(SCC(=O)N2CCCC2=O)nc2sc3c(c2c1=O)CCCC3 | -7 |
| N#Cc1ccc(NCC2(c3ccc(Cl)cc3)CCOCC2)nc1 | 9 |
| O=C1NC(=O)/C(=C/c2csc(-c3ccccc3)n2)S1 | 8 |
| CC(=O)c1ccc(N(CCOc2ccccc2)S(C)(=O)=O)cc1 | 3 |
| Nc1cc(=O)n2c(n1)SCC2CS(=O)(=O)c1ccccc1 (centres undefined) | 2 |
| CN(C)CC1(O)CCN(C(=O)c2cc(C3CC3)[nH]n2)C1 (centres undefined) | -9 |
| CC1CCC(C(C)C)C(OC(=O)c2ccc([N+](=O)[O-])s2)C1 (centres undefined) | -4 |
| CCc1nnsc1C(=O)N1CCC(O)(c2ccc(C)cn2)CC1 | -18 |
| COc1ccc(OC)c(/C=N\NC(=O)CSc2nnc(-c3ccccc3)n2-c2ccccc2)c1 | 0 |
| O=C1OCCC1S(=O)(=O)c1ccccc1 (centres undefined) | -22 |
| O=C(O)Cc1cn2ccsc2n1 | -8 |
| Cc1ccc(NC(=O)C(C)S(=O)(=O)Cc2cccc(F)c2)cc1 (centres undefined) | -2 |
| O=C(CCNC(=O)c1ccc(Cl)cc1)Nc1ccc2c3c(cccc13)CC2 | 5 |
| CSc1ccccc1NC(=O)N1CCC2(CC1)CNC(=O)C2 | -15 |
| N#Cc1nc(N)nc(N(c2ccccc2)c2ccccc2)n1 | 11 |
| COC(=O)Nc1cccc(Oc2cc(=O)n(C)c(=O)n2C)c1 | -9 |
| CCc1nnc(CNC(c2ccccc2)c2cccc(Cl)c2)o1 (centres undefined) | -6 |
| O=C(NC1CC(=O)N(Cc2cccc(F)c2)C1)c1cc2ccccc2oc1=O (centres undefined) | 6 |
| CCc1cc(N2CCC3(CC2)CNC(=O)C3)nc(N2CCCC2)n1 | -10 |
| O=C(CCC(=O)N1CCN(C(=O)c2ccco2)CC1)c1ccc(CCCC2CC2)cc1 | -1 |
| CCn1c(=S)sc2c(=O)[nH]c(-c3cccs3)nc21 | -20 |
| O=C(c1cccc(N2CCNC2=O)c1)N1CCOC(C(F)(F)F)C1 (centres undefined) | -14 |
| CCCc1nc(C)c(CNC(=O)C2CCOC2)s1 (centres undefined) | -31 |
| CC1CC(C)CN(/C=C(/Br)C(=O)C(F)(F)F)C1 (centres undefined) | -1 |
| Cc1cccc(CSCC(=O)OCC(=O)N2c3ccccc3NC(=O)C2(C)C)c1 | 3 |
| COc1ccc(-c2ccc(NC(=O)CN)c(F)c2)cn1 | 2 |
| O=C(c1cc(CN2CCCC(O)C2)on1)N1CCc2ccccc2C1 (centres undefined) | -26 |
| CN1CCN(N=CC2C(=O)Nc3ccccc32)CC1 (centres undefined) | 1 |

Quoted at random: 4 entries already listed.
| SMILES | mcGAS RapidFire |
| --- | --- |
| CCc1nnc(CNC(c2ccccc2)c2cccc(Cl)c2)o1 (centres undefined) | -6 |
| CCCc1nc(C)c(CNC(=O)C2CCOC2)s1 (centres undefined) | -31 |
| COc1ccc(-c2ccc(NC(=O)CN)c(F)c2)cn1 | 2 |
| O=C(c1cccc(N2CCNC2=O)c1)N1CCOC(C(F)(F)F)C1 (centres undefined) | -14 |

New compounds follow:
| SMILES | mcGAS RapidFire |
| --- | --- |
| C=CCn1c(SCC(=O)OC(C)(C)C)nc2sc(C)c(C)c2c1=O | 8 |
| O=c1c2cnc3nc4ccccc4n3c2ccn1-c1ccc(Br)cc1 | 2 |
| O=C(Cn1c(CO)c[nH]c1=S)NCc1ccccc1 | -1 |
| CC(C)(C)NC1=C(n2nnc3ccccc32)C(=O)c2ccccc2C1=O | -10 |
| COc1ccccc1C1c2c(n[nH]c2-c2cc(OC)c(OC)c(OC)c2)OC(=N)C1C#N (centres undefined) | -9 |
| Cc1nc2sc(C)c(C)n2c(=O)c1NC(=O)c1cccs1 | -8 |
| CC(C)(C)c1ccc(CC(=O)N2CCC2(C)C(=O)NS(=O)(=O)c2ccccc2Cl)cc1 (centres undefined) | -5 |
| Cn1c(-c2nc(C(=O)N3CCNC(=O)C3)cs2)cc2ccccc21 | -6 |
| CN(C)C(=O)CN(C)S(=O)(=O)c1ccc(F)c(F)c1 | -9 |
| O=C1NC2(CCc3ccccc3C2)Nc2cc(Cl)ccc21 (centres undefined) | -2 |
| COc1ccc(CCNc2ncc3c(n2)c(=O)c(C#N)c2ccccn23)cc1OC | -2 |
| CCCCSc1nc2c(c(=O)[nH]1)C(c1ccc(C(C)C)cc1)C(C(=O)OC)C(C)=N2 (centres undefined) | -2 |
| OCC1(CC2CCCCO2)CCN(C/C=C/c2ccco2)CC1 (centres undefined) | -2 |
| CC(C)(C)N(CC(C#N)CCC#N)c1n[nH]c(=S)s1 (centres undefined) | -2 |
| Cc1nnc(CNC(=O)CCSc2ccc3c(c2)OCCO3)o1 | 4 |
| Cc1nc(-n2ccc3nc4ccn(C5CCCCCC5)c(=O)c4cc3c2=O)n[nH]1 | -8 |
| O=S1(=O)CCC(N2CCSC2=Nc2ccc(Cl)cc2)C1 (centres undefined) | 18 |
| CC(=O)Nc1sc2c(c1-c1nc3ccccc3s1)CCC(C)C2 (centres undefined) | 0 |
| CC(=O)Nc1ccc(CC(=O)N2CCOC(c3ccc(F)cc3)C2)cc1 (centres undefined) | -3 |
| O=C(Nc1cccc(-c2ccc(F)cc2)c1)C1CCCN(C(=O)c2cccs2)C1 (centres undefined) | -5 |
| CC(=O)NC(C(=O)N=c1sc2ccccc2n1C)C1CCCC1 (centres undefined) | 14 |
| CC(C)Cn1ccnc1CNc1cccc(F)c1C#N | -3 |
| O=C(COC(=O)c1ccc2c(c1)CCC2)NCC(F)(F)F | 1 |
| COc1ccccc1CNC(=O)C1CCC(=O)N(CCCc2ccccc2)C1 (centres undefined) | 3&15 |
| O=C(CCc1nnc(-c2ccsc2)o1)N1CCCCC1CCc1ccccn1 (centres undefined) | -11 |
| COc1ccc(-c2cnc(CN3CCCCC3CNC(=O)OC(C)(C)C)o2)cc1 (centres undefined) | -3 |
| Cc1cc(C(=O)N(CCCN(C)C)c2nc3c(C)ccc(Cl)c3s2)on1 | -1 |
| CSc1ncc(CN2CCC(n3nccc3NC(=O)C3CCCC3)CC2)cn1 | -11&-7 |
| Cc1cc(C)n(CCCN(C)c2cc(N(C)C)ncn2)n1 | -21 |
| COc1ccc(C(N)c2ccccc2)cc1Br (centres undefined) | -4 |

Exported as labelled records: four of the compounds above
SMILES: O=C(COC(=O)c1ccc2c(c1)CCC2)NCC(F)(F)F
  mcGAS RapidFire: 1

SMILES: Cc1cc(C)n(CCCN(C)c2cc(N(C)C)ncn2)n1
  mcGAS RapidFire: -21

SMILES: COc1ccc(-c2ccc(NC(=O)CN)c(F)c2)cn1
  mcGAS RapidFire: 2

SMILES: O=C(c1cccc(N2CCNC2=O)c1)N1CCOC(C(F)(F)F)C1 (centres undefined)
  mcGAS RapidFire: -14

Following part
| SMILES | mcGAS RapidFire |
| --- | --- |
| CC(=O)N[C@@H](Cc1cnc[nH]1)C(=O)N1CCC(CO)(Cc2ccccc2)CC1 | -19 |
| CCCCn1c(N)c(N(CCOC)C(=O)c2cc(-n3c(C)ccc3C)ccc2Cl)c(=O)[nH]c1=O | -8 |
| Cc1cc(C)cc(N2CCn3c2nc2c3c(=O)n(CCN3CCOCC3)c(=O)n2C)c1 | 1 |
| C[N+]1(CCCCC[N+]2(C)CCCC2)CCCC1 | -14&1 |
| Cc1ccc2ccccc2c1CN1CCN(c2c([N+](=O)[O-])c(=O)n(C)c3ccccc23)CC1 | -4 |
| O=C(O)c1cn(Cc2cccc(F)c2)nc1OCc1cccc(F)c1 | -2 |
| CCN1CCN(c2nc(N)c([N+](=O)[O-])c(N3CCCCC3)n2)CC1 | -4 |
| Cc1cc2ncn(CCOc3ccccc3C#N)c2cc1C | -2 |
| O=C(O)[C@H]1C[C@H](C(=O)N2CCOCC2)CN(Cc2cc3ccccc3o2)C1 | -3 |
| COc1cc(NCC2CCN(C(=O)C(C)C)CC2)ncn1 | -13 |
| CCC(C)NC(=O)c1c(C(F)(F)F)nn(C2CCCN(C(C)C)C2)c1C (centres undefined) | -8 |
| COc1cc(CN[C@@H]2CS(=O)(=O)C[C@H]2O)ccc1OCc1cccc(F)c1 | 1 |
| Cc1ccc(S(=O)(=O)C=C(O)c2ccc[nH]2)c(C)c1 | -21 |
| CC(C)C(=O)N1CCC(NCc2ccc(OCCO)cc2Br)CC1 | 1 |
| c1ccc(-c2ccc(-c3[nH]ncc3CN3CCN(c4ncccn4)CC3)cc2)cc1 | -7 |
| C=CC[C@@H]1CC=C[C@@H](C)N1C(=O)CCc1nnc(Cc2cc(OC)ccc2OC)o1 | -5 |
| Cc1cc(COC(=O)C2=CN3CCS(=O)(=O)N=C3C=C2)no1 | -6 |
| Cc1ccsc1C(CNC1CCSCC1)N(C)C (centres undefined) | -11 |
| CCc1ccc2nc(C)cc(C(=O)N(C)Cc3nc(C4CC4)no3)c2c1 | -8 |
| Cc1cc(-c2ccccc2)c2c(n1)sc1c(=O)[nH]cnc12 | -10 |
| Cc1cc(C(=O)COC(=O)c2ccc(Cl)s2)c(C)n1-c1ncn[nH]1 | -12 |
| COc1ccc(S(=O)(=O)NC(=O)C2(C)CCN2C(=O)C2CC2)cc1OC (centres undefined) | -10 |
| COc1ccc(N(Cc2cc(=O)n(C)c(=O)n2C)C(C)C2CC2)cc1 (centres undefined) | -12 |
| O[C@@H]1CN(Cc2c(Cl)nc3sccn23)CC[C@H]1c1ccc2c(c1)OCO2 | -33 |
| CNc1cc(-c2ccc(OC)cc2OC)ncn1 | -5 |
| COCCNC(=O)Cn1c(CO)cnc1SCc1ccccc1 | -2 |
| O=C(NCC1CCC(c2nc3ccccc3[nH]2)CC1)c1ccc(Cn2ccnc2)cc1 (centres undefined) | -4 |
| O=c1ccc2cc(S(=O)(=O)Nc3cccnc3)ccc2o1 | -9 |
| CCNCc1cnn(CC)c1 | 2 |
| O=C(C1CC1)N1CCCC(OCc2cccc(C(F)(F)F)c2)C1 (centres undefined) | -3 |
| O=C(CC(c1ccccc1)c1ccco1)NCc1cccnc1 (centres undefined) | -11 |
| CC(C)NS(=O)(=O)c1cccc(C(=O)Nc2nc(C(C)C)cs2)c1 | -15 |
| Cc1nn(C)cc1C(=O)OCC1CCCC1 | -9 |
| CC(=O)Nc1cc(C)c2c(=O)oc3ccccc3c2n1 | -8 |
| O=S(=O)(Nc1ccc(F)cc1F)c1cccc(F)c1 | 20 |
| CC(=O)Oc1ccc2c(=O)c(Oc3ccc(F)cc3)c(C(F)(F)F)oc2c1 | -17 |
| CCCC(=O)C1=C(c2ccccc2)N(C(=O)CCC)n2c(C)nnc2S1 | -5 |
| Cc1sc2nc(-c3cccs3)nc(N3CCNC(C(N)=O)C3)c2c1C (centres undefined) | -6 |
| CC1CCCCC1N(C)C(=O)C1CC(=O)N(C2CC2)C1 (centres undefined) | -3 |
| COc1cccc(C=C2N=C(c3cccc(OC)c3)OC2=O)c1 | -1 |
| Cn1ncc2c(NCCSc3cn[nH]n3)nc(C3CCCC3)nc21 | -8 |
| O=c1ccc(-c2ccco2)nn1CCCNS(=O)(=O)c1ccc(OC(F)(F)F)cc1 | 7 |
| O=C(NCCN1CCCCC1)C(F)(F)C1(F)OC(F)(F)C(F)(F)C1(F)F (centres undefined) | -3 |
| CC(=O)c1cc(F)cc(CN(CC(N)=O)Cc2ccccc2)c1O | -7 |
| Cc1nc(Nc2ccc(NC(=O)Nc3cccc(F)c3)cc2)cc(OC(C)C)n1 | 1 |
| N#Cc1sc2nc(-c3ccccc3)cc(-c3ccccc3)c2c1N | 1 |
| O=C(Nc1cc(Cl)ccc1OCC(F)(F)F)c1ccco1 | -12 |
| O=C(Cc1ccccc1)N1CCOC(COCc2ccccc2)C1 (centres undefined) | -3 |
| Nc1cc(Cl)ccc1Oc1ccc2ccccc2c1Cl | -16 |
| CS(=O)(=O)N1Cc2ccccc2CC1C(=O)Nc1ccnn1C1CCCC1 (centres undefined) | -5 |
| CC(=O)NCC(OC(=O)c1ccoc1)c1ccccc1 (centres undefined) | -1 |
| Oc1ccc(C2=CCN(C(=S)NC3CC4CCC3C4)CC2)cc1 (centres undefined) | -3 |
| CC(C)NS(=O)(=O)c1ccc(N2CCN(c3ccccc3)CC2)nc1 | -4 |
| CC(=O)NCCn1ccnc1-c1ccc2nsnc2c1 | -13 |
| COC(C)(C)CC(C)NCc1nc2cc(C)c(C)cc2[nH]1 (centres undefined) | -5 |
| CC(C)Cn1cncc1CNC(=O)[C@H](N)c1ccccc1 | -17 |
| CCc1cc[n+](CC(=O)c2ccc(F)cc2)cc1C(=O)O | -2 |
| O=S1(=O)CCC(NCc2c(OC(F)F)ccc3ccccc23)C1 (centres undefined) | -9 |
| O=C(COC(=O)c1cc2c(s1)CCC2)NC1CCS(=O)(=O)C1 (centres undefined) | -6 |
| Cc1ccc([N+](=O)[O-])cc1S(=O)(=O)Nc1ccc(F)c(F)c1F | -2 |

More results follow.
| SMILES | mcGAS RapidFire |
| --- | --- |
| CC(Sc1ccc(S(=O)(=O)N(C)C)cn1)C(=O)Nc1ccccc1OC(F)F (centres undefined) | -5 |
| Cc1ccc(/C=C/C2=NC(=C\c3ccccc3)/C(=O)O2)cc1 | -7 |
| O=C(Nc1ccc(Cl)c(Cl)c1)N(Cc1ccc(O)cc1)C1CC1 | 1 |
| C=C(C)Cn1c(SCC(=O)N/N=C\c2ccc([N+](=O)[O-])cc2)nnc1-c1ccc(Br)cc1 | 1 |
| O=C(NCC1CCCN(C(=O)CCc2cn[nH]c2)C1)c1ccc(-c2ccccc2)cc1 (centres undefined) | 2 |
| CC(C)(C)C(=O)N1CCN(S(=O)(=O)c2ccccc2F)CC1 | 2 |
| Cc1ccc(NC(=O)C2(C)CCN2Cc2csc3ccccc23)cc1O (centres undefined) | -15 |
| O=c1c(C=NCCN2CCOCC2)c(C(F)(F)F)[nH]n1-c1nc2ccccc2s1 | 52 |
| C/C(=N/OC(=O)c1cnn2c(C(F)F)cc(-c3ccccc3)nc12)c1ccncc1 | -3 |
| c1cncc(-c2nnc(SC3CCCc4ccccc43)o2)c1 (centres undefined) | 3 |
| CCc1nnc(NC(=O)C2CSC3(C)CCC(=O)N23)s1 (centres undefined) | -7 |
| c1ccc2c(CNc3nn[nH]n3)cccc2c1 | -8 |

Compound activity (PubChem BioAssay)
